TIM10 inh – growth inhibitors of isogenic TIM10 control yeast, primary screen, counter-screen for tim10-1 yeast inhibitor project, luminescence, uHTS; S. cerevisiae TIM10 strain growth, BacTiter-Glo luminescence, 24 h; AID 463195, 2010; hit rate 1.4% among 330,000; inhibition, % at 10 µM;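 active = inhibition of 40% or more at the single tested concentration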;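 also: wild-type TIM10 isogenic control strain grown at permissive 25 °C; 0% = DMSO yeast wells and 100% = minimal medium wells without yeast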
tim23-1 inh – growth inhibitors of tim23-1 mutant yeast, primary screen, luminescence, uHTS | S. cerevisiae tim23-1 growth, BacTiter-Glo luminescence, 24 h | inhibition, % at 20 µM | hit rate 1.3% among 330,000;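 active = growth inhibition of the mutant yeast at or above 50%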;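 also: temperature-sensitive mutant grown at 25 °C; plate controls were DMSO-treated mutant yeast for no effect and medium wells lacking yeast for full effect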
tim10-1 inh – growth inhibitors of tim10-1 mutant yeast, primary screen, luminescence, uHTS; S. cerevisiae tim10-1 ts strain growth, BacTiter-Glo, 24 h; inhibition, % at 20 µM; hit rate 2.2% among 330,000;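 active = inhibition of at least 40%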;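 also: mutant grown at 25 °C; 0% = DMSO wells with yeast and 100% = wells holding no yeast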
UPR CHOP act – activators of apoptotic CHOP UPR arm, primary screen, cell-based, CHO-CHOP luciferase reporter, luminescence, uHTS. UPR activation; percent of tunicamycin response over DMSO baseline. activation, % at 10 µM. hit rate 0.34% among 330,000;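 active = at 10 µM dose, activation of 40% or more, normalized to positive control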;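 also: 100% = tunicamycin at 10 µg/mL and 0% = DMSO alone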
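Test system: CHO-CHOP cells, stable luciferase reporter of PERK-eIF2a-CHOP signalling | Quantity: 500 CHO-CHOP cells per well | Buffer or medium: F12 plus 10% serum | Compound dosing: 10 µM single point, 0.5% DMSO | Schedule: 6 h compound treatment, 37 °C | Signal: Luciferase luminescence | Control set: Tunicamycin high control, DMSO low control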
UPR XBP1 act – activators of adaptive XBP1 UPR arm, primary screen, cell-based, CHO-XBP1 luciferase reporter, luminescence, uHTS | IRE1-XBP1 UPR activation; percent of tunicamycin response, DMSO as zero | activation, % at 20 µM | hit rate 0.33% among 330,000;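 active = versus positive control, 20 µM dose yields 30% or more activation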;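 also: 100% = tunicamycin at 10 µg/mL and 0% = DMSO only wells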
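incubation = overnight seeding at 37 °C, 6 h compound treatment at 37 °C | assay system = CHO-XBP1 cells stably carrying IRE1-XBP1-driven luciferase reporter | input = 1000 cells per well | detection = luciferase luminescence | dosing = single point, 20 µM final compound, 1% DMSO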
NLRP3 yeast inh – NALP3 inflammasome inhibitors in reconstituted yeast, primary screen, luminescence, uHTS. Yeast reconstituted NLRP3/ASC/caspase-1, beta-gal luminescence, 24 h. inhibition, % at 10 µM. hit rate 0.39% among 330,000. AID 2825, 2010;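 active = inhibition of 50% or more; inactive = inhibition below 50%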;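 also: plate controls were induced DMSO wells for no effect and uninduced yeast grown without galactose for full effect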
Mdm2-MdmX inh – inhibitors of human Mdm2-MdmX association, primary screen, cell-based, luminescence, split luciferase, SaOS-2, uHTS; inhibition, % at 8 µM; Protein Mdm4 (Homo sapiens) + E3 ubiquitin-protein ligase Mdm2 (Homo sapiens), …; hit rate 3% among 330,000; SaOS-2 split-luciferase Mdm2/MdmX complementation;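 active = inhibition of at least 50% at 8 µM in the primary screen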
Target sequence (O15151 whole entry, looked up): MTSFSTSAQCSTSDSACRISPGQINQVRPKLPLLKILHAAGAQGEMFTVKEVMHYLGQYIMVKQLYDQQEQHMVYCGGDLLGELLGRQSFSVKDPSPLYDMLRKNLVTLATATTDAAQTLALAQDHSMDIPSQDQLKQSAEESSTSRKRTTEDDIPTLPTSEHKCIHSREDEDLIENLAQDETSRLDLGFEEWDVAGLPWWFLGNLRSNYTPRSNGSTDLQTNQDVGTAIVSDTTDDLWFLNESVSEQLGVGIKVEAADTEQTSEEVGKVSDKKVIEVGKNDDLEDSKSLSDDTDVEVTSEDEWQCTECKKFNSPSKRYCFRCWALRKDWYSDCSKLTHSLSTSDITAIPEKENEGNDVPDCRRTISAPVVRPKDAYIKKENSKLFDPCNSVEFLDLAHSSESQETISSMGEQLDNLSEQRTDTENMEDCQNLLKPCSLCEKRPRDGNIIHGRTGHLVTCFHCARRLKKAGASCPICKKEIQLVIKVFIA
Target sequence (Q00987 whole entry, looked up): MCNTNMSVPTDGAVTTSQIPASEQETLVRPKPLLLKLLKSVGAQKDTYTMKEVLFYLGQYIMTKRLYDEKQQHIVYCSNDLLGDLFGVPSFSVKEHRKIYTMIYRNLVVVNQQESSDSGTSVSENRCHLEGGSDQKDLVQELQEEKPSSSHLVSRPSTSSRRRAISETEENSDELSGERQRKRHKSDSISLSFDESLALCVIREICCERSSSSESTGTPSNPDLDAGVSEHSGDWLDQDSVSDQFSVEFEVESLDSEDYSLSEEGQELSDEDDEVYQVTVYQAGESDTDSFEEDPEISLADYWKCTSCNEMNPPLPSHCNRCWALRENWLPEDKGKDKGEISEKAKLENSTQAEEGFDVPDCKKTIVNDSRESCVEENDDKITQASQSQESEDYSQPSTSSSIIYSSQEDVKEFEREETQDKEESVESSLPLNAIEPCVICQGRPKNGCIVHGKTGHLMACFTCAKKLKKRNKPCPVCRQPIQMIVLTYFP
APJ agonist – agonists of human apelin receptor APJ, primary screen, CHO-K1 cells, PathHunter beta-arrestin, luminescence | P35414 | AID 2520, 2010 | hit rate 0.11% among 330,000 | 0% DMSO wells, 100% apelin | activation, % at 20 µM;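 active = activation more than six SD over the plate average, tested at 20 µM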;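 also: 0% = DMSO alone and 100% = apelin-13 at 10 nM; some results filed as inactive read as strong as hits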
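Material: CHO-K1 APJ beta-arrestin complementation cell line; Input: cell density 1000 per well; Incubation: compound stimulation 90 min at 25 °C, detection 60 min; Signal: luminescence from split beta-galactosidase complementation, Galacton Star/Emerald II substrate; Controls: DMSO-only wells as negative, 10 nM Apelin-13 as positive control.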
GRIN3A LBD mod – binders of NR3A ligand-binding domain, primary screen, biophysical, differential scanning fluorimetry, uHTS; Tm shift relative to glycine control, % at 25 µM; NR3A LBD differential scanning fluorimetry, Tm shift; 0% = protein alone, 100% = glycine-bound protein; Glutamate receptor ionotropic, NMDA 3A (GRIN3A) ligand-binding domain; hit rate 2.5% among 340,000;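 active = melting temperature shift of at least 10% of the positive control shift, at one fixed dose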
* hit, by the source's call.

Values run as follows: TIM10 inh, tim23-1 inh, tim10-1 inh, UPR CHOP act, UPR XBP1 act, NLRP3 yeast inh, Mdm2-MdmX inh, APJ agonist, GRIN3A LBD mod
O=C(NC1CCCCC1)c1cc(F)cc2c1OCOC2
  7, 9, -8, -0.7, -2, 12, 32, 0, -1
Cc1cccc(C)c1NC(=O)COc1ccc2c(C)c(Cc3ccccc3)c(=O)oc2c1
  17, -8, 12, -1.0, -2, 2, 3, -1, 5
Cc1cccc(-n2nc3c(c2NC(=O)c2ccco2)CS(=O)C3)c1C (stereo not given)
  -15, 8, 20, 1.3, 0, -6, -4, -2, -1
CC(NC(=O)C(C)N1c2cccc3cccc(c23)S1(=O)=O)c1ccccc1 (stereo not given)
  -13, 20, 19, 1.1, 5, 12, -9, 0, -1
COc1cc2[nH]c(=O)n(CCCC(=O)NC3CCCCC3)c(=O)c2cc1OC
  11, 1, 13, 3.9, -2, 11, -12, -4, 1
Cc1ccc(OC(=O)c2ccc(N3CCOCC3)c([N+](=O)[O-])c2)cc1
  27, 23, 25, 4.3, 2, 17, -8, -3, 1
O=C(O)c1cccc(NC(=O)c2cccc(NC(=O)C3CCCO3)c2)c1 (stereo not given)
  -14, -9, -30, -6.5, -6, 5, 10, -5, -18
C/C(=N/Nc1ccc([N+](=O)[O-])cc1)c1ccc(C)cc1C
  14, 10, 42*, 2.2, 2, 15, -8, -2, 24*
CCCCNC(=S)NNC(=O)c1csc2ccccc12
  20, 13, 34, 3.3, 4, 7, -14, -2, 1
CCOc1cc(/C=C2\C(=O)N(c3nc(-c4ccc(Br)cc4)cs3)N=C2c2ccccc2)ccc1O
  10, 24, 47*, 642*, 99*, -10, 11, -11, 16*
C=Cc1ccc(Cn2c(=O)n(CCCOC)c(=O)c3sccc32)cc1
  3, 11, 7, 1.0, -2, 16, -1, -4, -1
CS(=O)(=O)Nc1ccc2c(c1)OCC(=O)N2Cc1ccccc1
  2, -4, 4, 0.9, -2, 14, 22, 3, 2
COC(=O)c1cc2c(ccn2-c2ccc(F)cc2)n1CC(=O)C(C)(C)C
  5, 9, 0, 1.4, 1, 25, -1, -2, 1
CCCN(C(=O)CSc1ncccn1)C1CCS(=O)(=O)C1 (stereo not given)
  -15, -8, -9, -0.3, -1, 20, -8, 1, 1
CC1CC(C)CN(C(=O)C(C)N2CCN(S(=O)(=O)c3cccs3)CC2)C1 (stereo not given)
  15, 27, 22, 0.4, -1, 11, -4, -2, 3
O=C(CN1C(=O)NC2(CCCCC2)C1=O)Nc1ccc(F)cc1
  -1, -1, -3, -0.6, -3, 4, 5, -4, 1
Cc1cccc(NC(=S)NCc2ccco2)c1C
  7, 12, 20, -0.6, 3, 9, -11, 0, -2
Cc1ccccc1-c1nc(CN2CCC(C(=O)NC3CCCCC3)CC2)c(C)o1
  0, -10, 4, -1.6, -1, 17, 4, -2, -3
CC(CNC(=O)COc1ccccc1)OC(=O)Nc1cccc(Cl)c1 (stereo not given)
  22, 33, 31, -1.3, 1, -2, -5, -5, -3
NNC(=O)c1cc2c(s1)-c1cc(Cl)ccc1SC2
  27, 55*, 57*, 4.2, 4, 9, 32, 1, 1

Results in GRIN3A LBD mod and TIM10 inh, for 3 of the compounds above:
| smiles | GRIN3A LBD mod | TIM10 inh |
| --- | --- | --- |
| CS(=O)(=O)Nc1ccc2c(c1)OCC(=O)N2Cc1ccccc1 | 2 | 2 |
| COC(=O)c1cc2c(ccn2-c2ccc(F)cc2)n1CC(=O)C(C)(C)C | 1 | 5 |
| CCCN(C(=O)CSc1ncccn1)C1CCS(=O)(=O)C1 (stereo not given) | 1 | -15 |

Later entries
Values run as follows: TIM10 inh, tim23-1 inh, tim10-1 inh, UPR CHOP act, UPR XBP1 act, NLRP3 yeast inh, Mdm2-MdmX inh, APJ agonist, GRIN3A LBD mod
CCn1c(SCC(=O)Nc2nc3ccc(OC)cc3s2)nnc1-c1ccoc1C
  18, 12, 33, 2.3, -1, 1, -24, 0, 7
O=C(Nc1ccc(S(=O)(=O)N2CCOCC2)cc1)c1ccc(Cl)cc1
  26, 28, 29, 1.8, -1, 11, 16, -3, 22*
CCCn1nnnc1NCc1cccc(OC)c1
  2, 7, 25, 0.5, -1, 3, 5, -1, 1
COc1ccc(CN2CCNC(=O)C2CC(=O)NCCc2nc(C)c(C)s2)c(OC)c1 (stereo not given)
  -1, 2, 4, -0.6, -4, -1, -7, -1, -2
Cc1nn(C)cc1C(=O)Nc1ccc2c(c1)OCCO2
  4, -7, -15, -0.7, -6, 9, 8, -4, -2
O=C(NCc1c(Cl)cccc1Oc1ccccc1)c1ccccc1
  15, 4, 10, 0.9, -1, -24, 23, -4, 0
O=C(c1cc(Br)ccc1Cl)N1CCN(c2ncccn2)CC1
  -2, 23, 19, 0.9, 0, 22, -27, -1, -4
CC(C)(C)NC(=O)CSc1nc(N)c(NC(=O)c2ccccc2F)c(=O)[nH]1
  -9, 7, 8, -2.2, -2, -7, 0, -1, 0
O=C(NCc1ccco1)c1ccc2c(=O)n(-c3ccccc3)c(=S)[nH]c2c1
  -8, 0, 4, 1.1, 0, 7, 50*, 0, -3
CN1CCN(c2ccccc2NC(=O)c2ccc(-c3ccccc3)cc2)CC1
  7, 4, 13, 1.7, 2, 38, 16, 0, 2
COC(=O)c1ccc(NC(=O)CS(=O)(=O)c2ccccc2)cc1
  -9, 17, 10, 2.3, -2, 11, 10, -2, -1
Cc1cccc2sc(NC(=O)C3c4ccccc4Oc4ccccc43)nc12
  33, 36, 41*, -1.4, 0, -1, 35, -3, 3
COc1cc(/C=C(\NC(=O)c2cc(OC)c(OC)c(OC)c2)C(=O)NC(C(=O)O)c2ccccc2)cc(OC)c1OC (stereo not given)
  4, 1, -4, -2.0, -6, 15, -19, 2, 0
Cc1cc(C)cc(OCc2nnc(SCC(=O)NC3CC3)n2C)c1
  6, -7, -3, -0.4, -3, -10, 9, -5, 0
CCOc1ccccc1C(=O)NN1C(=O)CCC1=O
  8, 4, 14, 0.3, -3, -6, -4, -2, 1
C[C@H]1CN([C@@H](C)CO)C(=O)Cc2cc(NC(=O)CCC(F)(F)F)ccc2O[C@H]1CN(C)S(=O)(=O)c1ccc(Cl)cc1
  1, 31, 12, -1.0, 5, -12, 55*, 0, 0
CC1Cc2ccccc2N1C(=O)c1cnc2ccccn2c1=O (stereo not given)
  5, 16, 9, -1.2, -1, 10, -2, -2, 0
Cc1ccc(C(=O)Nc2ccc(F)c(S(=O)(=O)N3CCOCC3)c2)s1
  11, 16, 20, 3.7, -2, 13, 31, 0, 0
CCOC(=O)N1CCN(Cc2ccccc2Cl)CC1
  6, 9, -6, -0.4, 0, 6, 2, -2, -2
CCCCc1nnc(NC(=O)C(C)Sc2nc(C)cc(=O)[nH]2)s1 (stereo not given)
  -1, 8, 10, 1.2, -2, -2, -2, -1, 0
COC(=O)[C@]1(C)N[C@H](CN(C)C(=O)NC(C)C)[C@@H]2C(=O)N(C)C(=O)[C@@H]21
  -7, -7, -14, -0.1, 3, 10, 9, -3, 2
O=C(NCCC1=CCCCC1)C1CCC(CNc2c(N3CCCCC3)c(=O)c2=O)CC1 (stereo not given)
  -16, 16, -1, -0.6, 0, -1, -11, -1, -2
CC(CCc1ccco1)NC(=O)c1cccc2c1C(=O)N(C1CCCCC1)C2 (stereo not given)
  37, 21, 32, -0.7, -2, 10, 1, -3, 1
O=C(N/N=C/C(Br)=C/c1ccccc1)c1n[nH]c2c1CCC2
  8, 45, 35, 17, -2, 8, 26, -8, -17
CC(C)(C)NC(=O)C(c1ccc(O)cc1)N(C(=O)CCC(=O)Nc1ccccn1)c1ccc(F)cc1 (stereo not given)
  -2, 3, -3, -1.2, -5, 14, 11, 1, -1
COc1ccc(C2(CNC(=O)c3cccc([N+](=O)[O-])c3)CCOCC2)cc1
  6, 15, 15, 29, 1, 10, 8, 4, 0
C/C(CC(=O)Nc1ccc2c(c1)OCCO2)=N\NC(=O)Cc1ccccc1
  10, 2, -8, -1.2, -4, 16, -13, -1, -1
Cc1cc(OCC(=O)NCc2cccnc2)c2c(C)c(C)c(=O)oc2c1
  14, 9, 5, -0.7, -1, -1, 8, 2, -1
CCCCCCn1c(N2CCCC2)nc2c1c(=O)[nH]c(=O)n2C
  23, 43, 19, -1.2, 0, 5, 18, -3, 0
O=C(NCc1cccc2[nH]ccc12)C1CCC(=O)N(CCc2ccc(Cl)cc2)C1 (stereo not given)
  1, -13, -10, -0.8, -5, 8, -26, 9, 11*
C=CCn1c(Cc2cccs2)nnc1SCC(=O)Nc1cc(OC)cc(OC)c1
  -24, 1, 20, -0.3, -3, 12, 11, -1, 6
COC(=O)CN(c1cc(Cl)ccc1OC)S(=O)(=O)c1ccc(OC)c(OC)c1
  21, 12, 15, -0.1, 2, -10, 1, -3, 6
Cc1c(N2C(=O)CSC2=S)c(=O)n(-c2ccccc2)n1C
  18, 18, 20, 2.4, -2, 16, -5, -4, 1
O=C(c1ccc(Cl)cc1)N1CCC(N2CCC(C(=O)N3CCOCC3)CC2)CC1
  10, 19, 16, -0.8, -4, 3, 17, 5, -2
Fc1ccc(COc2ccc(Br)cc2CNCC2CCCO2)cc1 (stereo not given)
  -7, 6, 9, 0.1, -2, 19, 9, -2, -1
O=C(N/N=C/c1ccc(O)cc1)/C(=C/c1ccc([N+](=O)[O-])cc1)NC(=O)c1ccccc1
  5, 12, 13, -0.3, -2, -2, -12, -1, -8
O=C(COc1ccc(Br)cc1)NCCNC(=O)c1ccncc1
  14, -10, -5, 2.1, -4, 16, -16, 6, -2
O=C(NC1(C(F)(F)F)N=C2SCCN2C1=O)C1CCCCC1 (stereo not given)
  1, -16, -2, -2.1, 0, -3, 7, -2, -2
C1CCN(Cc2nnnn2C2CCCC2)CC1
  -13, -59, -16, 0.6, -1, 3, -18, 1, 0
Cc1ccc(NCC(O)Cn2cnc3c2c(=O)n(C)c(=O)n3C)cc1 (stereo not given)
  15, 8, 11, 2.6, -2, 14, 10, -4, 0
C[C@@H]1CN([C@@H](C)CO)C(=O)c2cccc(NS(C)(=O)=O)c2O[C@H]1CN(C)CC1CCCCC1
  -3, 3, 2, 1.0, -1, 16, 8, -4, 0
COC(=O)c1cc(NS(=O)(=O)c2ccc(NCc3cccnc3)c([N+](=O)[O-])c2)cc(C(=O)OC)c1
  5, -14, -1, 2.0, -5, -19, 11, -2, -4
C=C1CCN([C@H](C(=O)NCc2ccc(Cl)cc2)C(C)C)S(=O)(=O)c2ccccc21
  19, 34, 24, 0.0, -3, -3, 15, 6, -1

Source: PubChem BioAssay
